Source: PubChem BioAssay
HUVEC inhibit – inhibitors of human endothelial cell proliferation. HUVEC proliferation, CellTiter-Glo luminescence, 72 h; stronger effect = lower value. viability, % at 10 µM (by protocol). AID 648. 1.1% of 86,000 active;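 active = viability at or below 30%; inactive = viability above 30%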;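 note: 100% = median luminescence of DMSO-only cell control wells on each plate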
PostGolgi ctrl – inhibits growth of the yeast control strain; efflux-deficient yeast background strain, growth absorbance A615, 16 h; inhibition, % at 10 µM; 5% of 98,000 active
H69AR inhibit – blocks growth of human H69AR lung tumor cells; H69AR lung tumor viability, ATP luminescence, 72 h; stronger effect = lower value; viability, % at 10 µM; 6% of 85,000 active;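 active = viability at or below 40%; inactive = viability above 40%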;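 note: multidrug resistant small cell line overexpressing MRP-1 efflux transporter; 100% = mean luminescence of untreated control wells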
PostGolgi yeast – growth inhibition of a yeast mutant, post-Golgi transport screen; inhibition, % at 10 µM; post-Golgi transport phenotypic cell assay; 0.9% of 98,000 active;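 note: yeast cells grown in 1536-well plates; yeast grown about 18 h at 30C before absorbance read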
DAT uptake mod – modulates human dopamine transporter uptake under cocaine; AID 449768; LLC-PK1 hDAT cells, [14C]-dopamine uptake with cocaine IC80; actives deviate in either direction; 1.3% of 110,000 active; B-score at 10 µM;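 active = Z score or B-score, a plate-position-corrected score, falls beyond the plate's 99.7% confidence bounds, in either direction; inactive = both scores lie inside the 99.7% bounds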;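 note: scored against the spread of the other compound wells on the same plate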
Target sequence (Q01959 whole entry, looked up): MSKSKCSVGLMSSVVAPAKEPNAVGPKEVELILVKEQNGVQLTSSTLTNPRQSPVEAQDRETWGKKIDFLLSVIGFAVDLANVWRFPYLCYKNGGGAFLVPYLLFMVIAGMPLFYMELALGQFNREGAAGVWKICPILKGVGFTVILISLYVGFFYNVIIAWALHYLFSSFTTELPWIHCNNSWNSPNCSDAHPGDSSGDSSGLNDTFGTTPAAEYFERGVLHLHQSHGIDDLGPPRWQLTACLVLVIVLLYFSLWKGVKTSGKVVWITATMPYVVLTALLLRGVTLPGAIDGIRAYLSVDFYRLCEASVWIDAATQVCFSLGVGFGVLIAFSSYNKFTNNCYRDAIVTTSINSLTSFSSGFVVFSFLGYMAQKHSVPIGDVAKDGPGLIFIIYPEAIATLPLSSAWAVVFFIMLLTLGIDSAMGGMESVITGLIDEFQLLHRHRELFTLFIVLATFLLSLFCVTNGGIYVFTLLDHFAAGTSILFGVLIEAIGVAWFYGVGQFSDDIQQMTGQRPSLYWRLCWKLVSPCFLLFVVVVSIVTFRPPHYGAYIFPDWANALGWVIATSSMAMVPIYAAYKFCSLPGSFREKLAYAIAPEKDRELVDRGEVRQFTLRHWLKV
S1P2 antag – antagonists of human S1P2 receptor | O95136 | cell-based S1P2 antagonist assay, inhibition at 5 uM | inhibition, % at 5 µM | 0.21% of 97,000 active | AID 736; in the data active = inhibition above about 45%;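 note: CRE beta-lactamase reporter cells expressing human S1P2 stimulated with S1P; 0% = agonist at EC80 alone and 100% = agonist plus reference antagonist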
Target sequence (O95136 whole entry, looked up): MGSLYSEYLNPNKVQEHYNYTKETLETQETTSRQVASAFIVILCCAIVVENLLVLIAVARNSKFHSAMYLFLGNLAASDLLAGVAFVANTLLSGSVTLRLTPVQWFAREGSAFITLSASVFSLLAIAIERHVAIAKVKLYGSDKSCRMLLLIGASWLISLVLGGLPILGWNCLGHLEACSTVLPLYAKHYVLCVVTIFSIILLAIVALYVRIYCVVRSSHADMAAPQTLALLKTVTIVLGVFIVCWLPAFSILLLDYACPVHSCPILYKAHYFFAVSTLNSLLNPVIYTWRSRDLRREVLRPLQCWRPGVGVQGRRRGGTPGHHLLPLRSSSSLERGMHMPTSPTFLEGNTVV
S1P2 ag – agonists of human S1P2 receptor; O95136; S1P2-expressing cell line, agonist reporter read-out; activation, % at 4.5 µM; 0.46% of 97,000 active; AID 729; in the data active = activation above about 16%;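 note: 0% = vehicle low control and 100% = maximal reference agonist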
Fibroblast inh – blocks proliferation of human lung fibroblasts; LL 47 human lung fibroblast viability, ATP luminescence; stronger effect = lower value; viability, % at 10 µM; 1.1% of 85,000 active; AID 719;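 active = viability at or below 50% in the single dose screen; inactive = viability above 50%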;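 note: compound exposure lasted 72 h before the ATP readout; 100% = median luminescence of untreated cell-only wells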
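Test system: LL 47 human lung fibroblasts / Quantity: 1,150 cells in each well / Medium: IMEM growth medium with 15% fetal bovine serum / Incubation: 72 h compound exposure at 37 °C after overnight plating / Detection: CellTiter-Glo luminescence measuring cellular ATP / Read-out: % viability versus median cells-only luminescence / Benchmarks: cell-only wells, no compound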
Ecoli WT expand – E. coli BW25113 growth inhibition, expanded screen. OD600 absorbance. growth inhibition, % at 100 µM. 0.15% of 98,000 active. AID 710;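 active = growth inhibition above about 50% at one test dose, limit read from the data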;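 note: growth measured after 20 h incubation at 37 °C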
Active calls of the source: *; . = not tested or not shown. Cut-off read from the data, not from the text of the source, unless noted: active = inhibition above about 30%; inactive = the rest.

Values in the order – HUVEC inhibit, PostGolgi ctrl, H69AR inhibit, PostGolgi yeast, DAT uptake mod, S1P2 antag, S1P2 ag, Fibroblast inh, Ecoli WT expand
> Cc1ccc(Cn2c(=N)n(CC(O)c3ccco3)c3ccccc32)cc1 (configuration not stated)
 : 92, 1, 73, 1, 0.63, 28, -7, 90, 2
> Cc1cc(S(=O)(=O)N2CCN(c3ccccc3O)CC2)c(C)s1
 : 107, 23, 96, -1, -0.91, 6, -5, 95, -8
> CCOC(=O)c1sc(NC(=O)C2C3C=CC(C3)C2C(=O)O)nc1C (configuration not stated)
 : 99, 4, 100, -6, -1.1, 0, -3, 101, -1
> COC(=O)c1sc2cc(C(F)(F)F)cnc2c1-c1ccccc1
 : ., 45*, ., 8, -0.13, -17, -2, ., 7
> CCOc1ccc(C(CC(=O)O)NC(=O)COc2ccccc2)cc1 (configuration not stated)
 : 89, 16, 104, 9, 0.22, -14, -3, 97, 2
> CCn1c(SCC(=O)OC)nc2sc3c(c2c1=O)CCC3
 : ., 17, ., 4, -0.23, -8, -2, ., -5
> Cc1cc(=O)[nH]c(SCC(=O)NCc2ccco2)n1
 : 101, -4, 97, 3, -0.16, 0, -7, 94, -7
> O=C(C1CCCN(Cc2cccnc2)C1)N1CCCCC1 (configuration not stated)
 : ., 3, ., 4, -0.92, 7, -5, ., 8
> COc1cc(OC)c(C#N)c(S(=O)Cc2ccccc2)c1 (configuration not stated)
 : 100, 36*, 86, 13, -0.38, -20, -6, 101, 0
> c1nc2sc3c(c2c2nnnn12)CCC3
 : 86, 7, 93, 8, -0.46, 28, -3, 94, 6
> CCCc1nc(SCC(=O)Nc2nnc(CC)s2)c2c(C)c(C)sc2n1
 : ., 11, ., 5, -0.47, 8, -5, ., -13
> Fc1cc(F)c2nc(N3CCCCC3)sc2c1
 : 101, -12, 80, -1, 0.023, 13, -5, 112, 11
> CC(C)c1ccc(-c2c(C#N)c(N)nc(SCC(=O)N3CCCCCC3)c2C#N)cc1
 : 79, 7, 60, -7, 1, -26, 2, 84, -26
> Cn1c(/C(C#N)=C/Nc2ccccn2)nc2ccccc21
 : 85, 4, 49, -5, -1.3, 2, -3, 87, -6
> COc1ccc(CNC(=O)c2cc(-c3ccccc3OC)on2)cc1
 : 88, 16, 98, 1, 0.08, -2, -8, 92, -2
> Cc1ccc(N2C(=O)[C@@H]3[C@H](C2=O)[C@H]2C=CC=NN2[C@@H]3C(=O)Nc2ccc(Cl)cc2)cc1
 : 102, -2, 100, -2, 0.62, 0, -9, 89, -7
> CCOc1cc(C2C(C(=O)c3ccccc3)=C(C(=O)OC)Nc3nnnn32)ccc1O (configuration not stated)
 : 104, 10, 97, -10, -0.44, -5, -8, 103, -3
> CNS(=O)(=O)c1cccc(C(=O)OCC(=O)C23CC4CC(CC(C4)C2)C3)c1
 : 82, 6, 91, 11, -1.4, -8, -2, 94, -6
> N#Cc1nc(-c2ccco2)oc1N1CCc2ccccc2C1
 : 116, 9, 82, 6, 0.031, 7, -4, 102, -5
> Nc1nc(SCC(=O)OCc2ccccc2)[nH]c(=O)c1NC(=O)c1ccco1
 : 91, -4, 99, -4, 0.68, ., ., 108, 5
> Nc1nnc(SCC(=O)Nc2cc(C(F)(F)F)ccc2N2CCOCC2)s1
 : 86, -1, 71, -7, -1.4, -30, 0, 91, 4
> CN(C)c1ccc(/C=N/N2C(=S)SC(C)(C)C2N(O)C(=O)Nc2ccc([N+](=O)[O-])cc2)cc1 (configuration not stated)
 : 86, -1, 89, -1, -1.2, 15, -7, 105, -6
> Cc1cc(C)c(NC(=O)C2CCN(c3cnccn3)CC2)c(C)c1
 : 88, ., 91, ., 0.57, 4, -4, 98, .
> CCOC(=O)CSc1nc2ccccc2c(=O)n1CC1CCC(C(=O)NCc2ccco2)CC1 (configuration not stated)
 : 65, 36*, 56, 2, -0.86, 3, -5, 91, -8
> N#Cc1ccc(CSc2nnc(-c3cccs3)n2-c2ccccc2)cc1
 : 99, 43*, 79, -5, 2.1, -24, 0, 107, -26
> COc1ccc(C)cc1S(=O)(=O)NC1CCCCC1
 : 82, 2, 104, 3, -0.82, 13, -2, ., 4
> Cc1ccc(-n2c(N)c(C(=O)N3CCOCC3)sc2=S)cc1
 : 70, -2, 89, 5, -0.16, 9, -5, 94, -2
> COc1ccc(N/C(=N\c2nc(C)cc(C)n2)NC(C)=O)cc1OC
 : 84, 11, ., 0, -0.65, 11, -4, 95, -2
> CC(=O)NC1CC2CCCC(C1)N2S(=O)(=O)c1ccccc1 (configuration not stated)
 : 110, -1, 106, 3, 0.084, 9, -4, 97, -3
> CC(C)CCOC(=O)C1[C@H]2C(=O)N(Cc3cccs3)C[C@]23C=C[C@H]1O3 (some centres not stated)
 : 88, 14, 97, 10, -0.12, 1, -6, 101, 3
> COc1ccccc1NC(=O)c1cnc2n(c1=O)CCS2
 : 109, 0, 94, -5, 0.24, -1, -3, 113, -4
> CCn1c(SCC(=O)NCC2CCCO2)nnc1-c1c[nH]c2ccccc12 (configuration not stated)
 : 96, 3, 105, -6, -0.0092, -11, -6, 108, 4
> O=C(Cc1ccc(F)cc1)NCCc1ccc(F)cc1
 : 92, -5, 99, -10, ., -4, -3, 115, -10
> CC1=C(C#N)CCC(=O)N1Cc1ccc(C)cc1
 : ., 0, ., -1, -1.5, 19, -5, ., 2
> CCOc1ccc(NS(=O)(=O)c2ccc3c(c2)oc(=O)n3C)cc1
 : 106, -7, 100, 2, -0.75, 4, -11, 93, -2
> CC(C)c1cc(C(=O)O)on1
 : 104, 8, 98, 15, -0.54, -3, 0, 95, -2
> O=c1oc(-c2ccco2)nc2sc3c(c12)CCCC3
 : 102, ., 102, ., -0.26, 10, -4, 113, .
> O=C(CCSc1nc(-c2ccco2)cc(C(F)(F)F)n1)NCc1cccs1
 : 94, ., 72, ., -0.18, 6, -7, 105, .
> COc1ccc(CC(=O)OCN2C(=O)c3ccccc3C2=O)cc1
 : 103, 7, 82, -10, 0.02, 15, -2, 96, 0
> O=C1CCCc2nc3nc4ccccc4n3cc21
 : 96, -6, 80, -5, -0.26, 17, -3, 96, 46
> Cc1nc2ccc(NS(=O)(=O)c3ccc(C)c(C)c3)cc2s1
 : ., 11, ., -2, -0.24, -32, -3, ., 1
> O=C(O)c1ccccc1C(=O)NCC(O)COCC1CC=CCC1 (configuration not stated)
 : 98, 11, 98, 1, -0.43, 11, -9, 105, 4
> O=S(=O)(O)c1nc2ccccc2n1CCOc1ccccc1
 : 94, -3, 108, 0, -0.29, 9, -6, 105, -2
> CCCn1c(=N)n(CCOc2ccc(OC)cc2)c2ccccc21
 : 96, 14, 51, -7, 1.5, 24, -8, ., 14
> CCOC(=O)N1CCN(C(=O)c2ccc3c(c2)sc2nc(-c4ccc(OC)cc4)cn23)CC1
 : ., 11, ., 1, 0.081, 2, -5, ., -4
> CCN(CC)c1nc(N)c2c(N)nc3c(c2c1C#N)CC(c1ccccc1)O3 (configuration not stated)
 : 72, 11, 59, 5, 0.69, 1, -5, 86, -4
> O=C(CSc1nnc(-c2ccco2)n1-c1ccccc1)NCCc1ccccc1
 : 94, 8, 82, -9, 2.3, 8, -6, 91, 4
> Nc1c(C(=O)NCc2ccccc2)sc2nc(N3CCOCC3)c3c(c12)CCCC3
 : ., 12, ., 0, 1.2, -31, 14, ., -6
> COc1ccc(N2C(N)=C(C#N)C(c3cccnc3)C3=C2CC(C)(C)CC3=O)cc1 (configuration not stated)
 : 65, 15, 18*, -8, -0.26, 2, -4, 80, 1
> COc1cc2c(cc1OC)-c1cc(OCCN3CCOCC3)nc(=O)n1CC2
 : 94, 12, 85, 15, -0.32, -8, 8, 98, 22
> Cc1cc(NS(=O)(=O)c2ccc(NC(=O)CCN3C(=O)c4ccccc4C3=O)cc2)no1
 : 93, 4, 91, -4, -0.59, 11, -2, 102, 1
> COC(=O)c1ccc(C(=O)OC)c(NC(=O)CCc2ccc(C)o2)c1
 : 103, 9, 90, -4, 0.11, -5, -1, 105, -4
> CN(c1ccc(C(=O)NCc2ccccn2)cc1)S(C)(=O)=O
 : 113, 4, 108, -2, -0.63, 16, -5, 102, -2
> Cc1cc(C)nc(NC(=O)NS(=O)(=O)N2CCCCCC2)n1
 : 106, 0, 95, 1, -0.64, 12, -3, 112, 3
> Cc1ccc(S(=O)(=O)c2nc(S(=O)(=O)c3ccc(C)cc3)c(NCc3ccco3)s2)cc1
 : ., 2, ., 0, 0.93, 1, -7, ., -18
> O=C(c1ccc(CN2CCOCC2)cc1)N1CCN(c2ccccc2)CC1
 : 97, ., 103, ., 0.11, 4, -6, 98, .
> CCc1nnc(NC(=O)Cc2ccc(OC)cc2)s1
 : 103, -1, 80, -4, 0.15, -2, -7, 105, -1
> CO/N=C/CC(=O)Nc1ccc(F)cc1F
 : ., -1, ., -4, 0.7, 4, -2, ., 2
> CC(=O)Cc1nsc(NC(=O)c2csc3c2CCCC3)n1
 : 106, 0, 86, 0, 0.85, -12, -4, 111, -3
> Cc1ccc2nc(-c3cccc(N)c3)[nH]c2c1
 : 73, ., 49, ., 0.3, 1, -3, 75, .

Next section (2 carried over from the part before).
Values in the order – HUVEC inhibit, PostGolgi ctrl, H69AR inhibit, PostGolgi yeast, DAT uptake mod, S1P2 antag, S1P2 ag, Fibroblast inh, Ecoli WT expand
> CC(=O)Cc1nsc(NC(=O)c2csc3c2CCCC3)n1
 : 106, 0, 86, 0, 0.85, -12, -4, 111, -3
> Cc1ccc2nc(-c3cccc(N)c3)[nH]c2c1
 : 73, ., 49, ., 0.3, 1, -3, 75, .
> O=C(Nc1ccc(Cl)cc1)Nc1ccccc1C(=O)NCc1ccco1
 : 83, 10, 100, -6, 0.34, -24, -1, 90, -6
> COc1cc(NS(=O)(=O)c2cccc3nsnc23)cc(OC)c1
 : 88, 5, 85, 9, -0.5, -12, -3, 93, 2
> c1ccc(-c2cnc(SCCN3CCOCC3)n2CC2CCCO2)cc1 (configuration not stated)
 : 91, ., 90, ., -0.69, -3, -4, 102, .
> O=C(c1ccco1)N1CCn2c1nc1ccccc12
 : 98, 0, 79, -3, 0.55, -8, -6, 91, -8
> CCOCC(O)CS(=O)(=O)c1ccccn1 (configuration not stated)
 : 91, 35*, 91, 7, -0.94, 7, -4, 95, 3

Record cards, from the list above:
CO/N=C/CC(=O)Nc1ccc(F)cc1F is entered as HUVEC inhibit: .; PostGolgi ctrl: -1; H69AR inhibit: .; PostGolgi yeast: -4; DAT uptake mod: 0.7; S1P2 antag: 4; S1P2 ag: -2; Fibroblast inh: .; Ecoli WT expand: 2
COc1ccccc1NC(=O)c1cnc2n(c1=O)CCS2 is entered as HUVEC inhibit: 109; PostGolgi ctrl: 0; H69AR inhibit: 94; PostGolgi yeast: -5; DAT uptake mod: 0.24; S1P2 antag: -1; S1P2 ag: -3; Fibroblast inh: 113; Ecoli WT expand: -4
